High-throughput results as filed in PubChem BioAssay.
Mm-Cpn inhibitor – Inhibitors of TCP-1 ring complex (TRiC) of Methanococcus maripaludis (MmCpn): qHTS. AID 504842, 2011. Potency, µM (series often up to 76.9 µM), inactives show at the top dose activity, negative = inhibition, most hits filed as inhibitors. purified Mm-Cpn ATPase, ADP Transcreener TR-FRET. actives 0.031% (n = 330,000); further: potency means the concentration at half of the fitted maximal effect; on the % scale 0 is the no-effect control and ±100 the full control effect; nearly all actives have a fitted effect of over 80% in size
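Reaction buffer contained 30 mM Tris pH 7.4, 100 mM KCl, 5 mM MgCl2 and 1 mM DTT. Mm-CPN (25 nM final) hydrolysed 10 uM ATP over 30 min at 37°C; ADP was read by HTRF.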
TGFb inhibitor – qHTS for Inhibitors of TGF-b | HepG2 CAGA-GFP TGF-b/SMAD3 reporter, GFP fluorescence, 18 h; TGF-beta stimulated, 500 pg/mL final | Potency, µM (top dose mostly 46.1 µM), for the others: top-dose activity, negative = inhibition, usual class: inhibitors | actives 1.2% (n = 410,000) | AID 588855, 2011; further: potency means the concentration at half of the fitted maximal effect; on the % scale 0 is the no-effect control and ±100 the full control effect; nearly all actives have a fitted effect of over 65% in size
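Per well, imaged GFP fluorescence of HEPG2 CAGA-GFP cells gives the signal; cells get compound, then TGF-beta (500 pg/mL final), 18 h at 37 degrees C; %Activity versus -TGF-beta and +DMSO controls.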
CCT modulator – High-Throughput Screening for Modulators of Cytosolic Chaperonin Activity; purified chaperonin ATPase assay, HTRF ADP detection, 30 min; activity change, % (concentration not given with the values), hits read low; actives 0.3% (n = 360,000); AID 651819, 2012; in the data active means activity change below about -30%; further: on the % scale 0 is the no-effect control and ±100 the full control effect
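First, chaperonin was dispensed at 40 nM or 20 nM final depending on batch activity. Next, compounds were pinned at 76 uM and ATP added at 10 uM. After 30 min at 37 °C, ADP detection reagents ran 30 min at ambient temperature.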
Nrf2 block – Nrf2 qHTS screen for inhibitors; A549 ARE-Fluc reporter, luciferase luminescence, 18-24 h; Potency, µM (doses to about 46 µM), without a hit: at the top dose activity change, negative = inhibition, usual class: inhibitors; actives 2.1% (n = 360,000); further: potency means the concentration at half of the fitted maximal effect; on the % scale 0 is the no-effect control and ±100 the full control effect; nearly all actives have a fitted effect of over 60% in size
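Cells were seeded and rested 2 h, then exposed to compounds for 18-24 h. CellTiter-Fluor was read first as a viability measure. BugLite was added 15 min before the final luminescent read of ARE-luciferase activity in A549 cells.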
A549 viability – Nrf2 qHTS screen for inhibitors: counterscreen for cytotoxicity; actives 0.16% (n = 390,000); A549 ARE-Fluc cells, CellTiter-Fluor viability, 18-24 h; AID 504648, 2011; Potency, µM (titrated, usually from 46 µM), inactives show at the top dose activity change, negative = cytotoxicity, usual class: inhibitors; further: potency means the concentration at half of the fitted maximal effect; on the % scale 0 is the no-effect control and ±100 the full control effect
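A549 ARE_Fluc cells in 5% FBS OPTI-MEM were exposed to compounds in concentration-response for 18-24 h at 37 deg C. Viability was read by CellTiter-Fluor fluorescence (Ex 405/Em 525) after 30 min, before the luciferase read.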
Nrf2 ARE act – qHTS of Nrf2 Activators. AREc32 ARE-luciferase reporter (MCF7-derived line), luminescence, 24 h. Potency, µM (doses to about 46.1 µM), inactives show top-dose activation, usual class: activators. actives 0.31% (n = 410,000); further: potency means the concentration at half of the fitted maximal effect; % of control where 0% means no effect; nearly all actives have a fitted effect of over 65% in size
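Quantitative high-throughput format: AREc32 reporter cells, 1000 per well, received compound by pin transfer and were incubated 24 hr at 37 deg C, 5% CO2, before Steady-Glo luminescence detection.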
HepG2 tox – qHTS for Inhibitors of TGF-b: Cytotox Counterscreen; Potency, µM (top dose mostly 46.1 µM), for inactives: at the highest dose activity change, negative = cytotoxicity, usual class: cytotoxic; actives 0.76% (n = 410,000); HepG2 CAGA-GFP viability, ATP luminescence, 18 h; further: potency means the concentration at half of the fitted maximal effect; some results filed as inactive show a strong effect at the top dose
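HepG2 CAGA-GFP cells (1000/well, DMEM with 1% FBS) received compound, then TGF-beta at 500 pg/mL final, and were incubated 18 hours at 37 degrees C. Viability was read by CellTiter-Glo luminescence. Media-only wells were set as complete cell-killing and DMSO as no toxicity.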
Abeta rescue – qHTS for compounds that reverse cellular toxicity of Amyloid beta (A-beta) peptide in yeast: Primary Screen; yeast expressing A-beta42, growth rescue, OD600, 48 h; response scale: 0% DMSO, 100% iron-clioquinol control; Potency, µM (doses to about 46.1 µM), for the others: at the top dose growth rescue, hits mostly activators; actives 0.063% (n = 410,000); AID 1347071, 2019; further: potency means the concentration at half of the fitted maximal effect; nearly all actives have a fitted effect of over 55% in size
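Yeast growth medium received pinned compounds, then yeast cells expressing toxic A-beta were added; plates incubated at 30 C for 48 hr. Growth read as absorbance at 600 nm, normalized to DMSO and equimolar FeCl3 plus clioquinol controls.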
pAkt inh – HTS Assay for Inhibitors of Akt Phophorylation: Primary Screen; Neuro2A IGF-stimulated pAkt S473 HTRF, 20 min; stronger effect = lower value; activity change, % for hits at 50 µM; actives 0.32% (n = 360,000); in the data active means activity change below about -80%; inconclusive means mostly about -51% to -80%; further: on the % scale 0 is the no-effect control and ±100 the full control effect
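Neuro2A cells in DMEM with 0.5% FBS, overnight at 37 deg C, given compound at single 50 µM final, then IGF (6 nM final) for 20 min at 37 deg C. Lysed; phospho-Akt Ser473 by HTRF after 24 h, 665/615 ratio.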
Active calls of the source: *; i = inactive; u = inconclusive; x = not tested or not shown; [ ] = remark or other dose. Unless noted, the call rests on the fitted dose curve; in most records, active means well fitted curve in the direction sought with a large enough effect; inconclusive means small, poorly fitted or top-dose-only effect, or another doubt; inactive means no such curve, though single readings can be large; an effect the other way counts as inactive or inconclusive.

SMILES	Mm-Cpn inhibitor	TGFb inhibitor	CCT modulator	Nrf2 block	A549 viability	Nrf2 ARE act	HepG2 tox	Abeta rescue	pAkt inh
Cc1cc2c(cc1S(=O)(=O)Nc1cccc(C(F)(F)F)c1)OCCN2C	x	3.5µM*	x	9%	0%	6.4%	-49%	-11%	x
O=C(COc1ccc(Cl)cc1[N+](=O)[O-])NC1CCCCC1	-1%	u	-0.6	-14%	-1%	5.8%	-42%	1%	i
COc1ccc(C2Nc3ccccc3C(=O)N2NS(C)(=O)=O)c(OC)c1 (stereo not drawn)	-3%	13%	0.2	6%	-1%	0.3%	14%	-18%	i
COc1ccc(-c2noc(-c3csc([C@@H]4C[C@H](O)[C@@H](CO)O4)n3)n2)cc1OC	x	1%	-1.8	x	x	3.5%	-10%	-22%	i
O=C(CSc1ncccn1)NCc1cccs1	0%	-6%	-2.5	7%	-1%	0.5%	-1%	12%	i
COc1ccc(Nc2ncc3c(n2)CCN(Cc2sccc2C)C3)c(OC)c1	x	-13%	x	x	1%	0.7%	-1%	-14%	x
COCCCn1c(=O)c2ccccc2n(CC(=O)NC2CCCCC2)c1=O	0%	-1%	-2.1	-2%	0%	-0.1%	1%	0%	i
COCCNc1ncnc2c1cnn2Cc1ccc(Cl)cc1	-1%	9%	-6.0	-23%	-4%	3.1%	4%	-1%	i
O=C(NCc1ccccc1)c1cc[n+]([O-])cc1	4%	0%	0.3	-6%	2%	-0.1%	-51%	2%	i
COc1cccc(CN2CCNC(=O)C2CC(=O)NC2CCCCCCC2)c1 (stereo not drawn)	0%	-1%	0.9	-3%	4%	1.5%	-13%	-1%	i
OCC[C@H]1C[C@H](O)[C@@H](O)[C@]2(CCc3ccccc3O2)O1	0%	3%	-2.4	4%	8%	0.5%	-3%	-9%	i
CC(=O)/C(=C\N(C)C)Sc1ccc(C)cc1	-2%	9%	0.1	4%	-4%	-0.3%	-14%	3%	i
CCOC(=O)[C@@H]1[C@H]2COc3cc(OC)ccc3[C@@H]2N2C(=O)N(c3ccc(OC)cc3)C(=O)[C@]12C	-3%	10%	-1.9	7%	0%	-1.1%	-2%	-9%	i
NC(=O)C1CCN(C(=O)C23CC4CC(CC(C4)C2)C3)CC1	2%	4%	-1.1	-16%	-2%	-0.7%	1%	3%	i
Cc1cc(C(=O)N/N=C/c2ccc(C)o2)c2ccccc2n1	1%	u	0.3	26%	u	0.0%	2%	6%	i
O=C(NCc1ccncc1)C(=O)NCC1OCCN1S(=O)(=O)c1ccc(Br)cc1 (stereo not drawn)	1%	-6%	-45*	u	8%	-0.1%	-88%	-6%	i
N=c1c(C(=O)NC2CCCCC2)cc2c(=O)n3ccccc3nc2n1Cc1cccnc1	1%	0%	-5.4	2%	u	0.4%	-4%	13%	i
O=[N+]([O-])c1ccc(S(=O)(=O)CC(CN2CCCCC2)N2CCCCC2)cc1 (stereo not drawn)	-4%	-9%	0.2	u	-4%	-0.2%	-16%	-8%	i
O=C(CCc1c[nH]c2ccccc12)OCC(=O)c1ccccc1	x	-2%	-0.1	x	x	-0.5%	-9%	-7%	i
COC(=O)n1c(=O)oc2cc(S(=O)(=O)N3CCOCC3)ccc21	-2%	0%	1.3	-7%	-3%	0.1%	4%	2%	i
O=C(CSCc1cc(=O)[nH][nH]1)Nc1ccc(F)cc1	-2%	20%	0.4	1%	2%	0.1%	1%	-7%	i
CC(=O)c1cccc(N(C(=O)c2ccco2)C(C(=O)NC2CCCC2)c2cccs2)c1 (stereo not drawn)	0%	6%	-1.3	-17%	-4%	-0.3%	10%	9%	i
Cc1cc(=O)n(Cc2ccc(Br)cc2F)c2c1c(C)nn2-c1ccccc1	x	15%	x	-22%	14%	0.5%	1%	-13%	x
CCc1nnc(NC(=O)c2ccc(S(=O)(=O)NC3CCCCC3)cc2)s1	-4%	-3%	-1.5	u	-7%	-0.3%	-38%	5%	i
O=c1c2sc3ccccc3c2n(Cc2cccc(F)c2)c(=O)n1CCc1ccccc1	x	-13%	x	u	9%	0.0%	-7%	-1%	x
COCCn1c(SCCCc2ccccc2)nc2c1c(=O)[nH]c(=O)n2C	0%	16%	-1.3	x	-6%	0.3%	9%	25%	i
CCCCCC(=O)N1C[C@@H](n2cc(COC(=O)c3ccccc3)nn2)[C@H](O)C[C@@H]1c1ccc(C)cc1	x	6%	-3.5	x	x	-0.1%	-1%	2%	i
O=C(COC(=O)/C=C/c1cccs1)Nc1cccc(S(=O)(=O)N2CCOCC2)c1	2%	u	-2.3	-5%	11%	6.7%	-15%	7%	i
CCOC(=O)C(C)Oc1ccc2c(C)cc(=O)oc2c1C(C)=O (stereo not drawn)	0%	-11%	0.1	0%	-4%	-0.1%	-8%	-1%	i
O=C(CSc1cn(CC(=O)N2CCOCC2)c2ccccc12)Nc1ccccc1	x	-1%	x	x	11%	0.0%	1%	5%	x
COc1ccc(CN2CC(COCc3ccccc3)Oc3ccccc3S2(=O)=O)cc1 (stereo not drawn)	1%	-1%	-0.9	14%	-1%	-0.1%	-3%	6%	i
CCOC(=O)CSc1nnc(-c2ccc(OC)cc2OC)o1	1%	9%	-2.2	1%	0%	0.0%	-15%	-2%	i
O=C(Nc1ncc2c(n1)-c1ccccc1OC2)c1ccc(Cl)cc1Cl	-9%	0%	1.4	-33%	-2%	0.2%	-58%	15%	i
CCc1cc2c(cc(C(=O)O)n2C)s1	-2%	-7%	1.7	-4%	-1%	-0.1%	1%	-58%[inhibitor]	i
CC(C)n1c(SCC(=O)Nc2ccc3c(c2)OCO3)nc2c1c(=O)n(C)c(=O)n2C	-1%	6%	-1.7	-8%	1%[1.84 µM]	-0.9%	-1%	1%	i
CSc1ncnc2c1ncn2CCCNCc1cccc2ccccc12	x	-1%	-0.3	x	x	0.4%	-6%	7%	i
Cc1nc(C#N)c(N/N=C/c2c(F)cccc2Cl)o1	0%	-36%	-3.1	2%	1%	7.0%	-44%	-1%	i
COc1ccc(C(=O)NCC(=O)n2nc(C)cc2C)cc1OC	0%	-1%	0.6	-1%	-1%	0.5%	0%	7%	i
Cc1ccc(Cn2c(C(C)Nc3nc(-c4ccc(Cl)c([N+](=O)[O-])c4)cs3)nc3cc(C(F)(F)F)ccc32)cc1 (stereo not drawn)	x	-16%	-1.2	11%	-4%	3.6%	5%	0%	i
COCCNC(=O)Cn1cc(/C=N/NC(=O)c2ccc(Oc3ccc(O)cc3)cc2)c2ccccc21	-2%	-18%	-1.1	-10%	0%	-0.3%	-32%	-7%	i
C[C@H](CO)N1C[C@H](C)[C@@H](CN(C)Cc2ccncc2)Oc2c(NC(=O)CCCCCC(=O)Nc3ccccc3N)cccc2C1=O	0%	-9%	0.1	-6%	-3%	8.1%	0%	-2%	i
COc1ccc(C2C=C(c3ccccc3)Nc3nc(NC(=O)/C=C/c4ccccc4OC)nn32)cc1 (stereo not drawn)	x	-1%	x	u	7%	9.8%	-23%	-11%	x
CCCc1ncc(C(=O)c2ccc(OC)cc2)n1C	-2%	-4%	-2.6	-9%	9%	-0.4%	-6%	-4%	i
COC(C(=O)Nc1ccc(S(=O)(=O)Nc2ccc(C)c(C)c2)cc1)c1ccccc1 (stereo not drawn)	0%	u	0.3	u	-4%	0.2%	-12%	27%	i
CC1CCN(C(=O)CN(c2cccc(F)c2)S(C)(=O)=O)CC1	1%	5%	-0.5	3%	-6%	-0.5%	17%	9%	i
NC(=O)C1(N2CCCCC2)CCN(Cc2ccc(Br)cc2)CC1	0%	u	-3.0	-10%	-1%	0.0%	-47%	-7%	i
Cc1nc2ccc(NS(=O)(=O)c3c(F)cc(F)cc3Br)cc2s1	0%	u	-10.0	21µM*	-1%	-0.2%	-22%	-16%	i
O=C(NC(=S)NC1CCSC1=O)c1cccs1 (stereo not drawn)	1%	-4%	-3.4	9%	7%	3.1%	-19%	-13%	i
C=CCn1c(CC(=O)Nc2ccc(C)cc2C)nnc1SCC(=O)N1CCOCC1	-1%	13%	-1.7	2%	2%	0.6%	-19%	-5%	i
CCOC(=O)CN(C(=O)COC(=O)C1=NNC(=O)CC1)c1ccc(F)cc1	2%	-18%	-0.9	15%	2%	2.9%	4%	-3%	i
NC1=NC2=C(CCCC2)C2(CCCCC2)S1	1%	-23%	-1.0	u	-23%	2.1%	-42%	4%	i

Record cards, as listed above.
`COc1cccc(CN2CCNC(=O)C2CC(=O)NC2CCCCCCC2)c1` (stereo not drawn) across the screens: Mm-Cpn inhibitor = 0%; TGFb inhibitor = -1%; CCT modulator = 0.9; Nrf2 block = -3%; A549 viability = 4%; Nrf2 ARE act = 1.5%; HepG2 tox = -13%; Abeta rescue = -1%; pAkt inh = i
`CCOC(=O)CN(C(=O)COC(=O)C1=NNC(=O)CC1)c1ccc(F)cc1` across the screens: Mm-Cpn inhibitor = 2%; TGFb inhibitor = -18%; CCT modulator = -0.9; Nrf2 block = 15%; A549 viability = 2%; Nrf2 ARE act = 2.9%; HepG2 tox = 4%; Abeta rescue = -3%; pAkt inh = i
